FID counter – compounds displacing fluorescent DNA intercalator, primary screen, artefact control for HCV NS3 helicase inhibitor project, biochemical, FID fluorescence | DNA fluorescent intercalator displacement | actives 0.17% (n = 290,000) | inhibition, % at 7.9 µM; in the data active = inhibition above about 37%;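 note: 0% = vehicle and 100% = reference compound; higher means more ethidium bromide displaced from hairpin DNA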
NALP1 inh – NALP1 inflammasome inhibitors in reconstituted yeast, colorimetric, S. cerevisiae, triplicate retest. S. cerevisiae NALP1/ASC/caspase-1 growth, X-gal OD620, 72 h. inhibition, % at 10 µM. actives 0.61% (n = 280,000). AID 2071, 2009; in the data active = inhibition mostly above about 24%, no sharp cut-off; inactive = mostly below about 32%; note: some compounds called inactive have numbers as strong as hits
MEKK2mut PB1 HTS – MEK5 binding signal on mutant MEKK2 PB1, primary screen, biochemical, multiplex bead flow cytometry, Alexa488-MEK5; Alexa488-MEK5 binding to MEKK2 mutant; percent response, % at 10 µM; actives 0.35% (n = 290,000); AID 1530, 2009; in the data active = percent response above about 24%, passing the limit was not always enough; note: inactives centre near 1; some results filed as inactive read as strong as hits
IMP-1 inh – IMP-1 metallo-beta-lactamase inhibitors, primary screen, biochemical, epi-absorbance readout, Pseudomonas aeruginosa enzyme | inhibition, % at 5.6 µM | metallo-beta-lactamase IMP-1 (Pseudomonas aeruginosa) | AID 1556, 2009 | actives 0.45% (n = 290,000) | purified IMP-1, nitrocefin hydrolysis, epi-absorbance fluorescence;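 active = inhibition above the mean plus 3 SD of all compounds in the same screening run, cut at about 4.5% in these data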;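 note: 0% = IMP-1 with DMSO and 100% = DMSO wells lacking enzyme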
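Assay system: purified IMP-1; Quantity: IMP-1 0.2 nM before substrate addition; Medium: HEPES buffer pH 7.1 with ZnSO4 and Brij 35; Incubation: 15 min enzyme–compound preincubation, then 25 min nitrocefin reaction, 25 °C; Signal: fluorescence quenching readout, ex 480/em 530 nm; Controls: DMSO with and without IMP-1; Repeats: singlicate testing.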
NS3 helicase inh – inhibitors of HCV NS3 helicase, primary screen, biochemical, Cy5 molecular beacon fluorescence | actives 0.56% (n = 290,000) | Hepatitis C virus NS3 helicase | inhibition, % at 10.9 µM | NS3 helicase DNA unwinding;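 active = inhibition above the mean of all tested compounds plus 3 SD, set per campaign, cut at about 35% in these data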;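 note: 0% = DMSO wells and 100% = thioflavine S control wells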
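test system = hepatitis C virus NS3 helicase domain fragment enzyme | reagent = annealed dual-labelled DNA beacon duplex, ATP-started | times = 1 h at 25 °C | detection = Cy5 fluorescence, 0 and 60 min reads | read-out basis = percent inhibition from t60/t0 fluorescence ratio | control set = DMSO and thioflavine S | replication = one well per compound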
VIM-2 inhibitor – VIM-2 metallo-beta-lactamase inhibitors, primary screen, biochemical, epi-absorbance readout, Pseudomonas aeruginosa enzyme | actives 0.89% (n = 290,000) | inhibition, % at 5.6 µM | purified VIM-2, nitrocefin hydrolysis, epi-absorbance fluorescence;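 active = inhibition above the mean of all tested compounds plus 3 SD, cutoff set per screening run, cut at about 7.5% in these data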;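 note: red hydrolysis product quenches plate fluorescence so inhibitors raise well fluorescence; 0% = enzyme with DMSO and 100% = DMSO without enzyme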
MEKK2 WT-MEK5 – modulators of MEK5 binding to wildtype MEKK2, primary screen, biochemical, multiplex bead flow cytometry, Alexa488-MEK5 | Alexa488-MEK5 binding to MEKK2 WT; actives lie on both sides | binding response (% of control), % at 10 µM | actives 1.1% (n = 290,000) | AID 1531, 2009; in the data active = binding response below about 67% or above about 130%
UBC9 SUMO inh – inhibitors of in vitro SUMOylation cascade, primary screen, biochemical, HTRF, uHTS; inhibition, % at 35 µM; HTRF SUMOylation assay, SAE1/SAE2 + UBC9; actives 0.36% (n = 290,000); SUMO-conjugating enzyme UBC9 (Homo sapiens), P63279; in the data active = inhibition above about 50%, passing the limit was not always enough; note: strong numbers were not always called active
Target sequence (P63279 whole entry, looked up): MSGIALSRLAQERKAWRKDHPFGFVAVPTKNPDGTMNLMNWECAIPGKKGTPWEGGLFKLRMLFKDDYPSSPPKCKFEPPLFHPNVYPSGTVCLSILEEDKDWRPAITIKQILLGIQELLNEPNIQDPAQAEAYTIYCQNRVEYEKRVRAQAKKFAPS
M18AAP inhibitor – PfM18AAP inhibitors, malaria aminopeptidase, primary screen, biochemical, QFRET, recombinant enzyme; actives 1.2% (n = 290,000); AID 1822, 2009; H-Glu-NHMec fluorogenic cleavage; inhibition, % at 7.35 µM; M18 aspartyl aminopeptidase (Plasmodium falciparum 3D7);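 active = inhibition above the campaign mean inhibition over all tested compounds plus 3 SD, cut at about 28% in these data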;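 note: 0% = plate median of test compound wells and 100% = 2 mM ZnCl2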
Active calls of the source: *; nt = not tested or not shown.

Values run as follows: FID counter	NALP1 inh	MEKK2mut PB1 HTS	IMP-1 inh	NS3 helicase inh	VIM-2 inhibitor	MEKK2 WT-MEK5	UBC9 SUMO inh	M18AAP inhibitor
- C=C(C)COc1cc2oc(=O)c(CC(=O)N3C[C@H]4C[C@@H](C3)c3cccc(=O)n3C4)c(C)c2cc1Cl
→ -41	2	-1	-2.2	-15	-0.7	101	20	2
- CCOC(=O)N1CCC(N(CCN(C)C)C(=S)Nc2ccc(OCC)cc2)CC1
→ -10	31	-1	-0.8	9	-3.0	102	-1	5
- CCOc1ccc(/C=C/C(=O)Nc2ccc3[nH]c(=O)[nH]c3c2)cc1
→ -3	10	-1	-1.2	-1	-2.3	90	-2	-1
- O=C(CCN1C(=O)c2cccc3cccc(c23)C1=O)NCc1cccnc1
→ 2	20	-1	-1.1	-4	-2.4	102	10	2
- CCCN1C(=O)c2ccccc2NC1c1ccc(C)cc1 (stereo not drawn)
→ -4	30	-5	-1.5	-11	1.3	88	8	-5
- Cn1c(SCC(=O)NCC2CCCO2)nnc1-c1cccc(NC(=O)c2ccccc2F)c1 (stereo not drawn)
→ -27	-5	3	-2.1	5	-3.9	98	-13	1
- O=[N+]([O-])c1ccc(CS(=O)(=O)c2ccc(Cl)cc2)cc1
→ 1	2	4	-2.7	-3	-4.0	101	26	-6
- Cc1ccc(-n2c(CNc3ccc(F)cc3)nnc2SCC(=O)NCc2ccco2)cc1
→ -36	10	0	-1.4	-7	-2.5	98	5	10
- CCC(=O)c1cn(CC(=O)Nc2ccc(C)cc2C)c2ccccc12
→ -12	20	-1	0.7	-14	-1.1	93	9	-13
- CSc1nc2sc3c(c2c(=O)n1C)CCC3
→ -13	8	1	2.0	-5	7.7*	109	6	-11
- O=C(N/N=C1\SCC(=O)N1CCc1ccccc1)c1cccs1
→ -2	1	-5	-2.6	9	-2.5	102	2	-11
- Nc1cc(=O)[nH]c(SCC(=O)Nc2cc(Cl)cc(Cl)c2)n1
→ 2	-7	-3	-1.1	10	-1.4	95	10	3
- Cc1nnc(NC(=O)NCN2C(=O)C3C4C=CC(C4)C3C2=O)s1 (stereo not drawn)
→ 0	-6	5	-3.3	-3	-1.1	106	-30	0
- Clc1ccc(-c2nnc3c4ccccc4nc(N4CCOCC4)n23)cc1Cl
→ -31	4	nt	-2.1	-12	-3.4	nt	82	8
- CCOC(=O)c1cn2nc(N3CCCCC3)ccc2n1
→ -19	nt	1	-1.7	-13	-1.8	102	11	-4
- COCCNC(=O)/C(C#N)=C/c1c(N2CC(C)OC(C)C2)nc2ccccn2c1=O (stereo not drawn)
→ -6	31	-2	-1.2	11	1.3	102	22	-10
- O=c1[nH]nc(CNc2ccc(OC(F)(F)F)cc2)c2ccccc12
→ -9	-4	-17	0.4	7	1.4	50	3	-11
- CN(C(=O)CSc1nc2ccccc2n1CCc1ccccc1)C1CCS(=O)(=O)C1 (stereo not drawn)
→ -22	12	0	-5.2	5	-4.5	105	8	-26
- CCOC(=O)N1CCC(N2C(=O)c3ccccc3C2Nc2ccccc2C)CC1 (stereo not drawn)
→ -32	32	-1	-2.3	-1	-1.2	102	15	8
- COc1ccc(N(CC(=O)NCc2cccnc2)S(=O)(=O)c2c(C)nn(C)c2C)cc1
→ -3	2	-3	-3.2	3	-3.7	96	18	-1
- Cc1ccc(NC(=O)CN2C(=O)CCSc3ccc(S(=O)(=O)N4CCCC4)cc32)cc1C
→ -47	38	-4	-1.7	-20	-3.3	99	5	-7
- CN1CCN(C(=O)CCN2C(=O)S/C(=C/c3ccc(Cl)cc3)C2=O)CC1
→ 16	11	-3	-1.2	-17	1.3	94	5	11
- Cc1nn(C)cc1/C=N/NC(=O)Cn1nnc(N)n1
→ -4	nt	3	-2.4	9	-3.1	111	11	0
- Cc1ccccc1OCCCCn1c(CO)nc2ccccc21
→ -22	1	-10	-2.5	-10	-1.3	94	7	-9
- Cc1ccccc1N(CC(=O)NCc1ccc2c(c1)OCO2)C(=O)CCC(=O)Nc1ccccn1
→ 1	-49	-11	-4.4	12	-0.6	86	8	-7
- COc1ccc(NC(=O)c2cc(CC(C)C)nc3ccccc23)cc1
→ -33	2	4	-4.7	-6	-1.0	108	0	4
- COc1ccccc1NC(=O)c1cc(C(=O)Nc2ccccc2OC)cc(N2C(=O)CCC2=O)c1
→ -4	24	-2	-1.3	-7	-1.5	97	-3	-10
- O=C1NC(=O)c2cc(NC(=O)C3CCCCC3)ccc21
→ -1	7	-7	-5.0	-7	-1.5	85	51	7
- Cn1c(=O)n(Cc2ccccc2F)c(=O)c2c1nc1n2CCCN1CCc1ccccc1
→ 0	11	-2	-2.8	-1	-3.7	97	-2	3
- COc1ccccc1-c1nnc(SCC(=O)Nc2cc(C)on2)o1
→ -7	nt	0	-7.2	1	-4.4	100	-7	39*
- COc1ccc(Oc2ncnc3c2oc2ccc(Br)cc23)cc1
→ nt	6	4	nt	nt	nt	116	-16	nt
- Cc1cccc(NC(=O)c2n[nH]c([N+](=O)[O-])c2Br)c1C
→ -4	-7	-7	-3.0	9	-2.6	90	-2	1
- O=C(N/N=C/c1cc(Cl)cc([N+](=O)[O-])c1O)C(O)(c1ccccc1)c1ccccc1
→ -16	-1	3	-3.3	24	-3.3	106	-22	4
- O=S(=O)(c1ccc(F)cc1)N1CCC(N2CCCC2)CC1
→ 8	34	11	-3.7	3	-3.1	114	-2	7
- Cc1c(-c2ccccc2)[nH]n2c(=O)c3c(nc12)CCCC3
→ -6	31	6	-4.5	13	-0.9	108	6	3
- COc1ccc(CNC(=O)CNS(=O)(=O)c2ccc(Cl)cc2)cc1
→ -5	10	3	-1.3	0	-2.2	99	-14	-4
- COc1ccc(CNC(=O)CCS(=O)(=O)c2ccc3c(c2)CC(C)N3C(=O)C2CC2)cc1 (stereo not drawn)
→ -27	16	-1	-3.1	-5	-1.3	100	6	-2
- CC(=O)Oc1ccc(C(c2ccc(OC(C)=O)cc2)c2ccccn2)cc1
→ -28	18	2	-2.6	-2	-0.3	81	10	0
- OC[C@H]1O[C@@H]2O[C@H]3[C@H](O)[C@@H](O)[C@@H](O[C@H]4[C@H](O)[C@@H](O)[C@@H](O[C@H]5[C@H](O)[C@@H](O)[C@@H](O[C@H]6[C@H](O)[C@@H](O)[C@@H](O[C@H]7[C@H](O)[C@@H](O)[C@@H](O[C@H]1[C@H](O)[C@H]2O)O[C@@H]7CO)O[C@@H]6CO)O[C@@H]5CO)O[C@@H]4CO)O[C@@H]3CO
→ -4	-5	4	-3.4	-4	-2.3	102	-15	2
- CCOC(=O)C1C(=O)C=C(c2cccc(NS(C)(=O)=O)c2)CC1c1ccco1 (stereo not drawn)
→ -21	8	2	2.3	5	-2.6	102	8	9
- Cc1[nH]c2ccccc2c1C(=O)CSc1nc2ncc(Cl)cc2[nH]1
→ -3	50	-3	-3.3	-10	-1.4	94	8	-8
- C=CCn1c(COc2ccc(CC)cc2)nnc1SCC(=O)N(C)C1CCS(=O)(=O)C1 (stereo not drawn)
→ 0	39	3	-3.1	0	-2.2	108	0	-2
- CN(C)CCN1C(=O)C2C3C=CC(C3)C2C1=O (stereo not drawn)
→ -1	-2	-13	-3.2	-7	0.8	96	12	-14
- Cc1ccc(NC(=O)c2cccs2)cc1NC(=O)c1cccc(F)c1
→ -4	6	-1	-4.0	0	0.1	93	8	-4
- CN1CCN(S(=O)(=O)c2ccc(Sc3nc4ccccc4[nH]3)c3nsnc23)CC1
→ 10	21	0	-3.8	-3	-4.0	102	18	2

Overlap with the part before: 2 compounds, then new ones.
Values run as follows: FID counter	NALP1 inh	MEKK2mut PB1 HTS	IMP-1 inh	NS3 helicase inh	VIM-2 inhibitor	MEKK2 WT-MEK5	UBC9 SUMO inh	M18AAP inhibitor
- Cc1ccc(NC(=O)c2cccs2)cc1NC(=O)c1cccc(F)c1
→ -4	6	-1	-4.0	0	0.1	93	8	-4
- CN1CCN(S(=O)(=O)c2ccc(Sc3nc4ccccc4[nH]3)c3nsnc23)CC1
→ 10	21	0	-3.8	-3	-4.0	102	18	2
- Cc1ccc(NC(=O)CS(=O)CC(=O)Nc2ccc3c(c2)OCO3)cc1Cl (stereo not drawn)
→ 4	-8	5	-2.6	1	-2.9	122	26	8
- CCc1ccccc1N/C(=N\S(=O)(=O)c1ccccc1)C(F)(F)F
→ -4	10	0	-4.8	9	-0.8	106	10	-6
- Cc1ccc(C(=O)Cn2c(C(=O)OCCO)cc3ccccc32)cc1
→ -24	-15	2	-2.8	9	-1.7	99	1	3
- Cn1cccc1Cc1nnc(SCC(N)=O)n1-c1ccc(F)cc1
→ -10	12	1	-0.7	-4	-5.1	101	1	2
- CC1CCN(S(=O)(=O)c2ccc(NC(=O)Cn3nnc(-c4ccccc4)n3)cc2)CC1
→ -6	-3	-1	3.2	-35	-1.0	97	36	-3
- N#Cc1ccccc1NC(=O)COc1ccc2c(c1)OCO2
→ -10	26	-7	0.1	-21	-1.5	94	18	-10
- CCOc1ccc(C(=O)c2cnc3ccccc3c2N2CCN(CC)CC2)cc1
→ 9	7	-2	-1.9	12	-1.0	102	3	6
- CC(C)NC(=O)C1CCCN(S(=O)(=O)c2cccs2)C1 (stereo not drawn)
→ 1	16	6	0.0	0	0.2	98	18	-9
- CSc1nc2ccccc2c(=O)n1C1CCCCC1
→ -10	10	0	-1.6	4	-1.2	102	12	-5
- Cc1ccsc1-c1nc(CSCC(=O)NCCN2CCCC2)c(C)o1
→ 24	12	-4	1.1	-9	1.7	119	-1	-9
- COc1ccc(N2CCN(C(c3ccccc3OC)c3nnnn3Cc3ccco3)CC2)cc1 (stereo not drawn)
→ -30	11	-3	-3.1	-5	-1.9	100	22	-3
- O=C1CC(N2CCN(c3ccc(O)cc3)CC2)C(=O)N1Cc1cccs1 (stereo not drawn)
→ -5	-27	2	-2.1	11	0.3	103	6	28
- O=C(NC12CC3CC(CC(C3)C1)C2)c1ccc(Br)o1
→ -22	-2	0	-2.3	-8	-3.8	98	5	18
- CCOC(=O)c1cnn(CCOC(=O)c2ccc(F)cc2)c1NC(=O)c1ccc(F)cc1
→ 3	22	-3	-0.2	-2	-3.7	92	2	-7
- Cc1cccc(N2CCN(S(=O)(=O)c3cccc4nonc34)CC2)c1C
→ 4	24	-2	0.3	-3	-1.5	101	-10	-2
- COC(=O)CNC(=O)C1CCCN1C(=O)CNC(=O)OC(C)(C)C (stereo not drawn)
→ -3	nt	7	-1.6	0	-2.7	102	-6	4
- COc1cccc(CN2CCN(C(c3ccccc3)c3ccccc3)CC2)c1O
→ 8	-1	0	0.4	-60	-0.1	105	-3	1
- CCN1CCN(CCNC(=O)c2ccc(/C=C3/Sc4ccccc4N(Cc4cccc(C)c4)C3=O)cc2)CC1
→ 23	12	59*	-2.3	-68	-2.8	220*	14	3

This is a random part of the collection; about 4.7% have a hit in one of these screens.
